Screening results from PubChem BioAssay.
NPR1 activator: GC-A stimulated cGMP production enhancers – HEK293 GC-A cells, cGMP TR-FRET, EC30 ANP, primary screen; activation, % at 10 µM; 370,000 tested, 0.14% active; AID 1671463, 2021; Atrial natriuretic peptide receptor 1 (Homo sapiens), P16066; 0% at EC30 ANP, 100% saturating ANP; in the data active means activation above about 40%
FXN GAA850 act: FXN promoter activators, primary screen, cell-based, luciferase luminescence, HEK293 lucGAA850; HEK293 lucGAA850 FXN promoter luciferase reporter, 24 h; percent of 10 µM SAHA response; activation, % at 6 µM; 360,000 tested, 0.56% active;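 active means activation above the average of all compounds screened plus 3 SD, cutoff fixed separately per campaign, cut at about 7.5% in these data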;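 further: 0% = DMSO wells and 100% = 10 µM SAHA wells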
hcDAF-12 act: H. contortus DAF-12 nuclear receptor activators, primary screen, cell-based, luminescence, HEK293, lit1-tk-luc reporter; HEK293 hcDAF-12 lit1-tk-luc reporter; 0% DMSO, 100% Δ7-dafachronic acid; activation, % at 6.8 µM; 370,000 tested, 1.4% active; AID 652067, 2013;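 active means activation above the mean of all tested compounds plus 3 SD, cut at about 5.5% in these data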;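 further: 100% = response to 3 µM Δ7-dafachronic acid high control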
SMARCA2 activ: SMARCA2 (BRM) function activators, primary screen, cell-based, luminescence, high throughput; MG213 cells, MMTV-luciferase reporter, dexamethasone, overnight; activation, % at 9.1 µM; 370,000 tested, 1% active; in the data active means activation above about 7.8%;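 further: 0% = vehicle wells and 100% = reference activator wells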
NPR2 activator: human GC-B receptor activators, primary screen, HEK293 GC-B cells, cGMP TR-FRET, EC30 CNP. Atrial natriuretic peptide receptor 2 (Homo sapiens), P20594. 0% at EC30 CNP, 100% saturating CNP. activation, % at 10 µM. 370,000 tested, 0.11% active. AID 1920062, 2024;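 active means activation at 10 µM reaching about 35% in either raw or pattern-adjusted values, limit read from the data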
KLK7 zymogen act: proKLK7 zymogen activators, primary screen, biochemical, fluorescence intensity | Kallikrein-7 (Homo sapiens), P49862 | purified proKLK7, EDANS-DABCYL substrate fluorescence; 100% is mature enzyme control, 0% vehicle | 370,000 tested, 0.9% active | activation, % at 7 µM;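 active means activation above the mean of all tested compounds plus 3 SD, computed per campaign excluding outliers beyond control limits, cut at about 13% in these data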
Target sequence (P49862 whole entry, looked up): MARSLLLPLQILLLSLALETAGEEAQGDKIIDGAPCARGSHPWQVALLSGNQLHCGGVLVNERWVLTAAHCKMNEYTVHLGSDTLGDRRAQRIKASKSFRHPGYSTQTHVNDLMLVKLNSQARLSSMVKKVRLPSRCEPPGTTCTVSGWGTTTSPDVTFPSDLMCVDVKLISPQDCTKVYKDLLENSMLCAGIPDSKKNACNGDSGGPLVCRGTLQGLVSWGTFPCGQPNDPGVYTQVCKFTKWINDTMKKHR
HGIII-sPLA2 inh: human group III sPLA2 inhibitors, primary screen, biochemical, QFRET, BODIPY PC-A2 liposome substrate | QFRET BODIPY PC-A2 liposome hydrolysis, fluorescence | 370,000 tested, 0.56% active | inhibition, % at 12.2 µM;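 active means inhibition above mean plus 3 SD of compounds lying within the high and low control bounds, cut at about 19% in these data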;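 further: 0% = median of test compound wells and 100% = no enzyme DMSO wells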
Target sequence (Q9NZ20 whole entry, looked up): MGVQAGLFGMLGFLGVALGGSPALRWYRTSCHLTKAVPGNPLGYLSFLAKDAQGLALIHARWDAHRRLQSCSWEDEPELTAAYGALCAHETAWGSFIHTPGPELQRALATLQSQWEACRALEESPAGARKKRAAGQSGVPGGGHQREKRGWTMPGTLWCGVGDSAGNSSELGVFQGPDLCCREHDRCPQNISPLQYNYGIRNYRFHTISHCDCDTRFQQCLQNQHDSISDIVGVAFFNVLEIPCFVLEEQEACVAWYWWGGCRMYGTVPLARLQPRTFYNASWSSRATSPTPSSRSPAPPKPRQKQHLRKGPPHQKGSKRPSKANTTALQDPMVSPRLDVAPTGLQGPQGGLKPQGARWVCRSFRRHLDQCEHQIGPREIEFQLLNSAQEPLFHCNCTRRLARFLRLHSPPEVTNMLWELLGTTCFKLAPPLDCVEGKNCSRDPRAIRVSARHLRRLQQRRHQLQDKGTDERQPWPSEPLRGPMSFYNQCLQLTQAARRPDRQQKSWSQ
hgDAF-12 ag: H. glycines DAF-12 receptor agonists, primary screen, cell-based, luminescence, HEK293, GAL4 fusion, UAS-luciferase. Nuclear hormone receptor DAF-12 (Heterodera glycines), GAL4 fusion. HEK293 GAL4-hgDAF12 UAS-luciferase reporter, agonist luminescence; normalized to butyrate control. activation, % at 6.8 µM. 370,000 tested, 1.8% active. AID 687014, 2013;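 active means activation above a cutoff set at the mean of all screened compounds plus 3 SD, cut at about 10% in these data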;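 further: 0% = DMSO wells and 100% = sodium butyrate wells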
ssDAF-12 act: S. stercoralis DAF-12 nuclear receptor activators, primary screen, cell-based, luminescence, HEK293, GRIP1 co-expression, lit1-tk-luc | Nuclear hormone receptor DAF-12 (Strongyloides stercoralis) | HEK293 ssDAF-12/GRIP1 lit1-tk-luc reporter; % of 3 µM dafachronic acid response | activation, % at 6.8 µM | 370,000 tested, 1% active;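 active means activation above the mean over all tested compounds plus 3 SD, cut at about 0.9% in these data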;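 further: 0% = DMSO-only wells and 100% = 3 µM delta7-dafachronic acid wells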
DAX1 inh-1: DAX1 (NR0B1) inhibitors, primary screen, cell-based, HEK293, Gal4-DAX1, luciferase luminescence | inhibition, % at 6.75 µM | AID 504766, 2011 | HEK293 Gal4-DAX1 luciferase reporter | Nuclear receptor subfamily 0 group B member 1 (Homo sapiens), P51843 | 340,000 tested, 0.99% active;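 active means inhibition above the mean over all tested compounds plus 3 SD, cut at about 4.2% in these data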;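 further: 0% = DAX1-transfected cells with DMSO and 100% = empty-vector control cells with DMSO; inhibition shows as a rise in luminescence from relieved DAX1 repression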
Target sequence (P51843 207-470 limits assumed): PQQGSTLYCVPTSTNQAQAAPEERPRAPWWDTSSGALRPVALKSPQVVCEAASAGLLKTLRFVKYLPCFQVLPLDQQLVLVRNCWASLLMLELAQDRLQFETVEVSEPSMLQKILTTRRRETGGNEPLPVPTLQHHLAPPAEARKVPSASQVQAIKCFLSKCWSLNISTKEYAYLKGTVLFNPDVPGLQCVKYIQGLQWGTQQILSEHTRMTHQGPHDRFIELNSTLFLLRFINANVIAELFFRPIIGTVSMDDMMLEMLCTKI
DAX1 inh-2: DAX1 (NR0B1) inhibitors on StAR promoter, primary screen, cell-based, luminescence, SF-1 (NR5A1), full-length DAX-1. HEK293T StAR-luciferase reporter, SF-1/DAX-1 repression relief. inhibition, % at 6.8 µM. 370,000 tested, 1.1% active. AID 652010, 2013;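 active means inhibition above the mean over all tested compounds plus 3 SD, cut at about 3.6% in these data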;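 further: 0% = DAX-1 cells with DMSO and 100% = cells lacking DAX-1 with DMSO; higher inhibition means more luminescence from relief of DAX-1 repression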
The depositor's hits bear a star; nt = not tested or not shown.

molecule	DAX1 inh-1	DAX1 inh-2	hgDAF-12 ag	HGIII-sPLA2 inh	NPR2 activator	SMARCA2 activ	FXN GAA850 act	hcDAF-12 act	KLK7 zymogen act	ssDAF-12 act	NPR1 activator
CCOC(=O)C(NC(=O)c1ccc(OC)cc1)(N1CCCC1=O)C(F)(F)F (stereo unspecified)	0.0	-0.3	-0.4	9	2	-3	2.9	-1.5	-0.1	-1.3	-1
CCCCn1c(N)c(N(CC)C(=O)CCNC(=O)NC23CC4CC(CC(C4)C2)C3)c(=O)[nH]c1=O	0.4	-1.1	2.1	-2	-4	2	0.3	0.5	0.0	-0.4	4
COc1cc(/C=N/NC(=S)NCc2ccco2)cc(OC)c1OC	0.2	-0.7	-2.6	3	9	-1	2.0	-1.3	-0.6	-1.6	3
COc1ccc(CNC(=O)CSc2nc3cccnc3s2)cc1	-0.2	0.3	3.8	3	4	0	1.8	-0.4	-0.2	0.3	0
CCc1nn(CC(=O)NCCc2ccc(Cl)cc2)c(=O)c2cccn12	0.5	0.4	2.2	1	0	0	-2.4	2.1	-0.8	0.6	0
CCN(C(=O)c1coc(=O)c2ccccc12)c1cc(OC)ccc1OC	-0.8	-0.3	-2.4	-4	-8	2	0.7	-1.4	-0.3	-1.6	-7
COc1ccc(C)cc1NC(=O)CN1C(=O)COc2ccc(S(=O)(=O)N3CCCCC3)cc21	0.4	0.1	0.5	7	0	-2	-3.2	-1.0	0.6	-1.0	-4
Cc1cc(C)n(CC(=O)n2c(C)c(C)c3ccccc32)n1	2.2	-0.5	0.2	2	-8	1	0.3	-1.0	0.2	-0.5	-3
O=C(c1cccc(C(=O)N(c2ccccn2)C2CCCCC2)c1)N(c1ccccn1)C1CCCCC1	-4.7	-0.2	-0.4	5	0	-3	-2.3	-2.8	-0.5	-1.4	2
Cc1ccc(S(=O)(=O)N2CCN(C(=O)CCc3c[nH]c4ccccc34)CC2)cc1	-0.3	-0.8	-2.5	-67	-2	-4	1.4	0.2	-0.2	-0.9	-1
CCCCC(O)(CCCC)C(=O)N/N=C(\C)c1ccc(Cl)cc1	-0.3	0.3	0.9	5	-1	-5	-1.9	1.4	0.7	-0.7	-6
O=C(CCCC(=O)c1ccccc1)Nc1ccc(O)cc1	-1.8	0.0	-2.7	1	-5	0	2.5	-2.1	-0.3	-1.1	2
CC(C)OCCCNC(=O)c1ccccc1Oc1ccccc1	-0.2	1.0	-0.9	0	10	-1	-0.2	-1.8	-0.1	-0.3	1
COc1cccc(/C=N/NC(=O)Cn2nc([N+](=O)[O-])cc2C)c1	0.8	-0.5	-0.2	-1	3	3	2.3	0.3	-0.3	-1.6	3
Cc1cc(C(=O)COc2ccc(Cl)cc2Br)c(C)n1C	-0.2	-0.4	5.4	3	1	2	2.6	-0.5	0.1	-1.8	13
Cc1cccc(Nc2ccc(C(=O)O)cc2[N+](=O)[O-])c1C	-1.1	-0.2	2.4	0	-3	0	1.3	-1.2	-0.6	-0.9	2
C=CCCCCCCCCC(=O)NNC1CC(=O)N(c2ccccc2)C1=O (stereo unspecified)	1.9	-0.2	-0.8	2	4	-3	-1.0	-1.3	-0.2	-0.8	-3
Cc1ccc(-n2ccc(=O)c(-c3ccnc(SCc4cccc(Cl)c4)n3)n2)cc1	0.4	0.0	-2.8	1	8	0	3.8	0.0	-2.7	-0.7	12
O=C1N/C(=N\N=C\c2cccs2)SC1Cc1ccc(Cl)cc1 (stereo unspecified)	-0.3	-0.3	2.4	-5	2	-2	1.6	-2.2	0.4	-1.0	0
Cc1n[nH]c(=O)nc1NCc1ccccc1Cl	1.8	0.4	0.1	10	9	1	-2.0	-0.7	0.6	-1.0	0
CCC(=O)NCCc1cc2cc(C)c(C)cc2[nH]c1=O	0.3	-0.5	3.7	-5	6	2	0.4	-0.4	0.3	-0.8	1
Cc1c(NC(=O)CCCN2C(=O)c3cccc4cccc(c34)C2=O)c(=O)n(-c2ccccc2)n1C	-0.7	-0.1	-1.1	-3	-3	-2	0.4	-2.5	0.2	-2.0	4
Cc1cc(N2CCN(C)CC2)nc2ccc(NC(=S)N3CCCCCC3)cc12	0.5	0.1	2.2	-1	5	1	3.3	-1.8	3.0	-1.6	-1
N#CCCN(Cc1ccccc1)S(=O)(=O)c1cccs1	0.0	0.0	0.2	1	-4	1	2.3	-0.5	-0.3	-1.3	3
Cc1cc(C)c2c(CN3CCCCC3C)cc(=O)oc2c1 (stereo unspecified)	-0.6	0.4	-1.9	0	-4	0	4.0	-0.8	0.3	-1.1	-6

The list goes on; the last 2 above are carried over.
molecule	DAX1 inh-1	DAX1 inh-2	hgDAF-12 ag	HGIII-sPLA2 inh	NPR2 activator	SMARCA2 activ	FXN GAA850 act	hcDAF-12 act	KLK7 zymogen act	ssDAF-12 act	NPR1 activator
N#CCCN(Cc1ccccc1)S(=O)(=O)c1cccs1	0.0	0.0	0.2	1	-4	1	2.3	-0.5	-0.3	-1.3	3
Cc1cc(C)c2c(CN3CCCCC3C)cc(=O)oc2c1 (stereo unspecified)	-0.6	0.4	-1.9	0	-4	0	4.0	-0.8	0.3	-1.1	-6
CCCc1cc(-c2[nH]ncc2-c2ccc3c(c2)OCCCO3)c(O)cc1O	-1.4	0.1	-1.0	-11	3	-4	-4.1	-0.4	-0.4	-0.5	-1
Cc1ccc(O)c(C(CC(=O)NC2CCCCC2)c2ccccc2)c1 (stereo unspecified)	nt	0.0	-2.5	4	-10	-1	1.8	0.6	-0.1	-1.2	-16
CCOc1cc(/C=C/C(=O)O)ccc1OCCO	-0.1	0.0	1.1	1	1	-1	0.6	-0.9	0.2	-1.0	1
Cc1nnc(SCCn2c(N3CCC(C)CC3)nc3c2c(=O)n(C)c(=O)n3C)s1	0.3	-0.7	-0.8	9	-12	-4	1.9	-0.8	-0.2	-1.0	-1
O=C(NCCN1CCOCC1)C(=O)NCC1OCCN1S(=O)(=O)c1ccc(Br)cc1 (stereo unspecified)	-0.5	-1.6	-1.7	4	5	0	2.4	-2.2	-0.2	-0.7	1
CC1=NN(C(=O)c2cccnc2)C(O)(C(F)(F)F)C1 (stereo unspecified)	-0.9	0.3	0.9	0	-7	-2	1.6	0.9	-0.5	-1.4	2
O=C(Nc1ccc(F)cc1)C(c1cc2ccccc2o1)N1CCN(C(=O)c2ccco2)CC1 (stereo unspecified)	nt	0.6	7.0	-11	0	0	nt	2.0	1.0	-0.8	-2
C[C@@H]1CCCCO[C@@H](CN(C)Cc2ccc(C(F)(F)F)cc2)[C@@H](C)CN([C@H](C)CO)C(=O)c2cc(N(C)C)ccc2O1	1.4	0.8	3.2	10	-3	-5	-3.0	1.0	-1.4	-0.9	0
C=CCN(CC(=O)O)S(=O)(=O)c1ccccc1C(F)(F)F	-0.3	-0.3	-2.6	1	-2	-3	-0.6	-0.8	2.6	-1.4	0
Cc1ccc2[nH]c(=O)c(CN(Cc3cccs3)Cc3nnnn3CC3CCCO3)cc2c1 (stereo unspecified)	1.9	0.2	-3.9	-12	-5	-1	1.0	-1.1	-0.5	-2.0	-5
COc1ccc(NC(=O)C2CCCCN2S(=O)(=O)c2ccc(F)cc2)cc1 (stereo unspecified)	-1.3	-0.9	0.7	-6	-2	-2	1.1	5.5	0.5	-0.3	1
Cc1ccc(C(=O)N2CCN3C(=O)c4ccccc4C23c2ccc(Cl)cc2)cc1 (stereo unspecified)	2.7	-1.0	-2.7	-5	-1	-1	-7.5	-2.5	1.4	-1.3	2
CC(=O)Nc1ccc(-c2nnn(CC(=O)c3ccc(F)cc3)n2)cc1Cl	-1.0	-0.3	-1.0	-54	2	-3	1.1	-1.4	-0.4	-0.5	-4
CC(C)N1CCc2c(sc(NC(=O)c3cc4cc([N+](=O)[O-])ccc4s3)c2C(N)=O)C1	-0.5	0.6	0.3	-5	-2	1	1.2	-0.6	-0.3	-1.1	0
C[C@H](CO)N1C[C@H](C)[C@@H](CN(C)Cc2ccncc2)Oc2c(NS(=O)(=O)c3cccs3)cccc2C1=O	0.1	0.4	4.5	2	9	1	-0.5	-0.5	0.1	-1.4	-2
Nc1c(NC(=O)CC[n+]2ccccc2)cccc1[N+](=O)[O-]	1.3	-0.1	0.5	1	0	0	0.2	1.0	0.0	-0.9	1
CCCC(=O)NCc1cc(-c2nn(C)c(=O)c3ccccc23)ccc1OC	-1.6	-0.4	0.3	1	-1	1	0.6	-1.9	-0.4	-1.5	1
Cc1cc(=O)oc2cc(NC(=O)C3COc4ccccc4O3)ccc12 (stereo unspecified)	-0.1	0.3	1.5	5	-7	5	0.2	0.0	0.7	-0.8	-3
Cc1ccc(C(=O)Nc2ccccc2C(=O)O)cc1NC(=O)COc1c(C)cccc1C	2.9	0.4	-1.1	-15	-3	-3	1.6	-2.0	0.0	-1.3	-6
Cc1ccccc1N1C(=O)C2ON(c3ccccc3)C(c3cccnc3)C2C1=O (stereo unspecified)	0.5	0.4	1.8	-2	3	-2	2.0	0.4	-0.7	-0.4	-2
CC(c1ccco1)N(C(=O)c1cc(Cl)cc(Cl)c1)c1ccccn1 (stereo unspecified)	-0.9	-0.7	-0.3	-3	-3	0	-0.6	-3.6	0.3	-1.5	-14
CCOC(=O)CC(=O)Nc1nnc(C(C)C)s1	5.3*	0.0	-1.4	-16	1	1	0.0	-0.7	0.0	-0.8	4

Records listed so far that bear a hit mark in DAX1 inh-1:
mol | DAX1 inh-1 | DAX1 inh-2 | HGIII-sPLA2 inh | NPR2 activator | SMARCA2 activ | FXN GAA850 act | hcDAF-12 act | KLK7 zymogen act | ssDAF-12 act | NPR1 activator
CCOC(=O)CC(=O)Nc1nnc(C(C)C)s1 | 5.3* | 0.0 | -16 | 1 | 1 | 0.0 | -0.7 | 0.0 | -0.8 | 4
